Screening results from PubChem BioAssay.
NF-kB expr up = compounds increasing NF-kB expression in human neuronal cells. NF-kB reporter expression; active compounds read high. fold change at 12.5 µM. hit rate 1.6% among 190,000; in the data active = fold change above about 3.3
Efa HMGR inh = inhibitors of class II HMG-CoA reductase from Enterococcus faecalis; purified E. faecalis HMGR, NADPH absorbance 340 nm kinetic; inhibition, % at 10 µM; hit rate 0.41% among 190,000; AID 1066;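 active = inhibition above a set limit, the median over all tested compounds plus 3 SD, cut at about 9.5% in these data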;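 also: enzyme runs in reverse so mevalonate oxidation gives rising NADPH absorbance; 0% = complete reaction with DMSO and 100% = background rate lacking mevalonate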
APP 5'UTR act = activates APP 5'UTR luciferase reporter | SH-SY5Y APP 5'UTR luciferase reporter, luminescence; zero percent = DMSO vehicle wells | hit rate 1% among 190,000 | activation, % at 2 µM;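 active = activation above a set limit, based on mean plus 3 SD of controls, cut at about 140% in these data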; also: values of inactives mirror those of a sister screen read the other way
Hsp70 act = switches on Hsp70 transcription; HeLa Hsp70 promoter luciferase reporter, luminescence; scaled: vehicle 0, proteasome-inhibitor control 100%; activation, % at 10 µM; hit rate 0.04% among 200,000; AID 1203;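 active = activation above the mean across all tested compounds plus 3 SD, cutoff set per campaign, cut at about 5.5% in these data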;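 also: 100% = MG132 at 30 µM as the positive control and 0% = DMSO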
STAT1 inh = STAT1 signaling inhibition; AID 920; hit rate 0.35% among 200,000; inhibition, % at 5.5 µM; NIH 3T3 STAT1-luciferase reporter, IFN-gamma, luminescence;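 active = inhibition above a set limit, the mean inhibition across all tested compounds plus 3 SD, cut at about 34% in these data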;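 also: 0% = IFN-gamma with DMSO and 100% = IFN-gamma with 300 µM nifuroxazide; values of inactives mirror those of a sister screen read the other way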
STAT1 act = activators of IFN-gamma induced STAT1 signaling | NIH 3T3 STAT1-luciferase reporter, luminescence; 100% = IFN-gamma alone, no compound | activation (% of control), % at 5.5 µM | hit rate 2.6% among 200,000 | AID 932;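 active = activation above the screen-wide mean activation plus 3 SD, cut at about 130% in these data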;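 also: raw ratio to IFN-gamma control signal so 100% means no change and 0% no light; values of inactives mirror those of a sister screen read the other way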
STAT3 activator = activators of IL-6 induced STAT3 signaling; U3A cells, IL-6 STAT3-luciferase reporter, luminescence; 100% = signal with IL-6 EC80 alone; activation (% of control), % at 5.6 µM; hit rate 0.91% among 190,000; AID 871;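 active = activation above the screen-wide mean of compound activation plus 3 SD, cut at about 130% in these data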;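 also: 0% = background luminescence of wells with medium and substrate only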
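Assay system – human STAT1-deficient U3A cells with stable STAT3-luciferase reporter · Also added – IL-6 (33 ng/mL) · Schedule – compound 1 h, then IL-6 6 h at 37 °C · Technique – reporter luminescence signal · Evaluation – % activation versus median of IL-6-stimulated wells · Benchmarks – IL-6-only wells as 100% reference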
STAT3 blocker = reduces IL-6 driven STAT3 reporter signal; U3A cells, IL-6 STAT3-luciferase reporter, luminescence; host cell line lacks STAT1; inhibition, % at 5.5 µM; hit rate 0.89% among 190,000; AID 862;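 active = inhibition above the mean inhibition across all screened compounds plus 3 SD, cut at about 44% in these data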;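 also: 0% = DMSO only wells and 100% = 100 µM nifuroxazide control wells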
TLR4-MyD88 BLA = TLR4-MyD88 interaction inhibition in cells; O00206+Q99836; HeLa CL3-4 TLR4/MyD88 BLA complementation, FRET ratio; inhibition, % at 8.4 µM; hit rate 0.18% among 200,000; AID 861; in the data active = inhibition above about 25%;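 also: 0% = vehicle and 100% = reference inhibitor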
Target sequence (O00206 whole entry, looked up): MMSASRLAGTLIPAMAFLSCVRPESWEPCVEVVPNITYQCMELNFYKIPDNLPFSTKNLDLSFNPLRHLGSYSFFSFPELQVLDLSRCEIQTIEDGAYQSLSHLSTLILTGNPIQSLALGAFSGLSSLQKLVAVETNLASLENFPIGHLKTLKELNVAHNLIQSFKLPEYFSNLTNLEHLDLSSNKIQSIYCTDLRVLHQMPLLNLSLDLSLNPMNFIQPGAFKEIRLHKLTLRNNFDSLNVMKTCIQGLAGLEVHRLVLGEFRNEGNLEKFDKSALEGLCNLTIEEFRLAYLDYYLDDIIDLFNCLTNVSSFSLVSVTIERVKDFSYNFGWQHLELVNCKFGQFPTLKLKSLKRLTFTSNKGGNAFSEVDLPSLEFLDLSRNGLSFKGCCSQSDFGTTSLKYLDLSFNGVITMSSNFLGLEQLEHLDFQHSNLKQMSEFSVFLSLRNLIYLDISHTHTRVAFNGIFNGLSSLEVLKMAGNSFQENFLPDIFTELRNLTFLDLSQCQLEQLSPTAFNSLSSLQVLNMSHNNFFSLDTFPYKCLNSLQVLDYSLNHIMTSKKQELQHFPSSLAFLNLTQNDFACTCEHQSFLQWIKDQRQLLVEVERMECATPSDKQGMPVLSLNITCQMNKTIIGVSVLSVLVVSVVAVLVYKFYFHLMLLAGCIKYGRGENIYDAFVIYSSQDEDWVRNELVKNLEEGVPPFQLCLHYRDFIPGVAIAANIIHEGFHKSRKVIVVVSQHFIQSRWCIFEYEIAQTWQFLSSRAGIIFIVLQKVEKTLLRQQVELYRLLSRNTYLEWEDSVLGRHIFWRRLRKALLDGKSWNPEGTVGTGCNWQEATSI
Target sequence (Q99836 whole entry, looked up): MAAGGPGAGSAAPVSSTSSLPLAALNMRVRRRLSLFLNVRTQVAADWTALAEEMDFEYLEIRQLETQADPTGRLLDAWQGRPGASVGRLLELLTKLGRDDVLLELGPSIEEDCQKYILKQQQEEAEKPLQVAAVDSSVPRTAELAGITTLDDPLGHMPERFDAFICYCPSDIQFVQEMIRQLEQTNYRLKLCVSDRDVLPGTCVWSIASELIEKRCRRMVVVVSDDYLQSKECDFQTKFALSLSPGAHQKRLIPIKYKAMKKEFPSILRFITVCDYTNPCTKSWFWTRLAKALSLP
DTT redox prof = compounds producing H2O2 with reducing agent – biochemical, NIH compound library profiling, artefact control for MLSCN library redox annotation, primary screen. hit rate 0.03% among 200,000. DTT-dependent redox cycling H2O2, phenol red/HRP absorbance; 100% = 100 µM peroxide control, 0% = buffer. activation, % at 10 µM;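 active = activation of at least 50% relative to the plate's high and low controls in the primary single-dose screen; inactive = activation below 50%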;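 also: compound incubated with DTT at 0.8 mM final as the reducing agent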
* hit, by the source's call; · = no result given.

mol | TLR4-MyD88 BLA | APP 5'UTR act | STAT1 act | Hsp70 act | DTT redox prof | NF-kB expr up | Efa HMGR inh | STAT3 activator | STAT1 inh | STAT3 blocker
Cc1cc(-c2nnc(SCc3ccccn3)o2)no1 | -7 | 20 | 106 | -0.1 | -0.2 | 1.4 | -4 | 100 | -7 | 2
O=C(NCCO)C1COc2ccccc2O1 (stereo not drawn) | -9 | 8 | 101 | -0.1 | -0.8 | · | -2 | 94 | -3 | 12
O=C(Nc1ccc(Cl)cc1)Nc1nnc(SCc2ccccc2)s1 | 6 | 16 | 108 | -0.2 | 0.2 | 1.2 | -2 | 104 | -8 | -6
COc1cccc(-c2nn(-c3ccccc3)cc2CN(C)Cc2ccon2)c1 | -1 | 11 | 99 | 0.0 | -0.6 | 0.88 | -2 | 105 | 0 | -3
COC(=O)C1=C(C)Nc2nnnn2C1c1ccccc1Cl (stereo not drawn) | -6 | -28 | 94 | -0.1 | 0.0 | 1.3 | -3 | 111 | 7 | -9
Cc1ccc(-n2c(P(C)(=O)O)nc3ccccc32)cc1 | 10 | 10 | 97 | -0.1 | 0.3 | 0.85 | -1 | 105 | 2 | 2
CC(C)(C)c1ccc(CSc2nnc(-c3ccccn3)n2Cc2ccco2)cc1 | 12 | 10 | 101 | 0.0 | -1.2 | 0.92 | 3 | 103 | -2 | 3
CCCCCn1c(CN2CCN(C(=O)OCC)CC2)nc2c1c(=O)[nH]c(=O)n2C | -5 | -4 | 105 | -0.4 | 0.9 | 1 | 4 | 109 | -5 | -8
CCOC(=O)c1c(-c2cccs2)csc1NC(=O)COC(=O)c1c(C)noc1C | -6 | 7 | 108 | 0.2 | -0.2 | 0.52 | 2 | 103 | -9 | 4
O=C(NN1CCOCC1)c1cc(-c2cccs2)nc2ccccc12 | 4 | 1 | 96 | -0.3 | -1.2 | 1.2 | -4 | 101 | 4 | -3
Cc1ccc(S(=O)(=O)N(C)c2ccc(C(=O)NCC3CCCO3)cc2)cc1 (stereo not drawn) | 3 | 0 | 101 | -0.5 | -3.9 | 1.2 | 2 | 106 | -1 | -5
O=C(CNC(=O)c1ccc(Br)cc1)NCC(=O)OCC(=O)c1ccccc1 | 3 | 3 | 112 | -0.1 | -1.0 | 0.92 | -3 | 106 | -13 | -5
CCc1ccc2oc(-c3cccc(NC(=O)c4cccnc4)c3)nc2c1 | -1 | 21 | 121 | 0.0 | 0.0 | 1.7 | -5 | 92 | -23 | 13
CCN1CCN(CC(=O)Nc2nc3ccc(OC)cc3s2)CC1 | -3 | 11 | 99 | -0.3 | 0.0 | 2.3 | 0 | 92 | 2 | 10
CC1(C)CC(NC(=O)C23CCC(C)(/C(=N/O)C2)C3(C)C)CC(C)(C)N1 (stereo not drawn) | -21 | 10 | 102 | -0.6 | -0.1 | · | · | 99 | -3 | 9
O=C(c1cc2ccccc2oc1=O)N(Cc1cccs1)CC1CCCO1 (stereo not drawn) | 4 | -23 | 99 | -0.2 | 0.1 | 1.2 | -4 | 104 | 0 | 1
CCCn1nnc(NC(=O)C(C)Oc2ccc(Cl)cc2Cl)n1 (stereo not drawn) | 0 | -7 | 101 | -0.2 | 3.6 | 1 | 1 | 89 | -1 | 18
CCOC(=O)c1c(NC(=O)CSc2nnc(CN3CCOCC3)n2C)sc2c1CCCC2 | 21 | 11 | 99 | -0.1 | 0.4 | 0.95 | -9 | 107 | 1 | -4
O=C(Cn1nnc(-c2ccccc2F)n1)Nc1cccc2ncccc12 | 6 | 14 | 94 | 0.1 | -0.6 | 1.3 | 0 | 99 | 7 | 5
CC1(C(=O)N(c2ccccc2)C(C(=O)NC2CCCC2)c2ccccn2)CC(=O)N=C2C=CC=CN21 (stereo not drawn) | 3 | 13 | 90 | -0.2 | 3.5 | 1 | 0 | 102 | 11 | 4
Cn1nccc1CNC(=O)c1c(Cl)cnn1C | -17 | -5 | 95 | -0.1 | -0.1 | 0.96 | -2 | 100 | 6 | 0
CSc1nsc(SCC(=O)Nc2ccccn2)n1 | -5 | 8 | 113 | -0.1 | 0.2 | 1.5 | -1 | 87 | -14 | 17
O=C(COC(=O)c1ccccc1NC(=O)c1ccco1)NCCC1=CCCCC1 | -3 | 34 | 107 | 1.2 | -1.6 | 1.4 | -9 | 107 | -6 | -4
Cc1noc(NS(=O)(=O)c2ccc(NC(=O)C34CC5CC(C3)CC(n3cnc(Br)n3)(C5)C4)cc2)c1C | 4 | -9 | 99 | -0.4 | 0.5 | 0.92 | 0 | 102 | 2 | -2
CS(=O)(=O)N1CCN(c2ccc([N+](=O)[O-])cc2F)CC1 | -9 | -15 | 98 | 0.0 | 0.0 | 1.1 | -1 | 93 | 1 | 11
CC1(C)CC(NC(=O)CSc2ccccc2)CC(C)(C)N1 | -6 | 13 | 99 | 0.1 | -0.1 | 0.97 | 1 | 105 | -1 | 2
O=C1c2ccccc2C(=O)N1CSc1ncccn1 | -18 | -1 | 105 | -0.3 | -1.3 | 1.3 | -3 | 97 | -7 | 8
O=C(NCC(F)(F)F)N1CCOCC1 | -20 | 13 | 91 | 0.1 | 0.0 | 1.2 | 0 | 96 | 9 | 3
C=C(c1ccc(OCCO)cc1)c1ccc(OCCO)cc1 | -15 | -1 | 98 | 0.0 | 0.8 | 0.94 | -5 | 97 | 2 | 7
CN1CCN(c2ccc(S(=O)(=O)N3CCCCC3)cc2NC(=O)Cc2ccccc2F)CC1 | 0 | 22 | 103 | -0.2 | 0.1 | 0.85 | 4 | 102 | -3 | -5
O=C(NCC1CCCO1)C1c2ccccc2C(=O)N1C1CCCCCCC1 (stereo not drawn) | 12 | 7 | 96 | 0.1 | 1.7 | 1 | -1 | 93 | 4 | 12
COc1ccc(NC(=O)c2cc(C(C)C)on2)cc1OC | -7 | 25 | 117 | -0.3 | 0.3 | 1.5 | -3 | 110 | -19 | -8
Cc1cc(C)cc(N(CCC#N)C(=O)CSc2nc3nc(C)cc(C)n3n2)c1 | 1 | -3 | 92 | -0.4 | 1.6 | 1 | -1 | 106 | 9 | -3
COc1cc(NC(=O)c2cc3nc(-c4ccccc4)cc(-c4ccccc4)n3n2)cc(OC)c1OC | -9 | -6 | 96 | -0.3 | -3.3 | 0.57 | 17* | 99 | 5 | 6
CC(NC(=O)c1ccc(N(C)C)cc1)c1ccc(F)cc1 (stereo not drawn) | -7 | -17 | 96 | -0.4 | -0.3 | 1.2 | -5 | 105 | 3 | -4
CCOc1ccc(C(=O)CSc2nnc(C3CC3)n2C)cc1 | 5 | -10 | 104 | -0.5 | -1.1 | 1.5 | 1 | 99 | -4 | 2
S=c1[nH]nc(-c2ccncc2)n1/N=C/C=C/c1ccco1 | -14 | -2 | 92 | 0.1 | -1.2 | 1 | 0 | 99 | 8 | 8
O=Cc1ccc(N2CCCC2)c(F)c1 | -11 | -5 | 103 | 0.0 | -0.1 | 0.99 | -2 | 99 | -6 | 1
CCc1cc2c(SCC(=O)N3CC(=O)Nc4ccccc43)ncnc2s1 | -7 | 7 | 102 | -0.2 | -0.1 | 1.2 | -4 | 109 | 1 | -14
O=C(Nc1ccccn1)N1CCOCC1 | 5 | 1 | 108 | -0.2 | 2.8 | 1.2 | 0 | 105 | -9 | -2

Structures above containing two or more sulfur atoms:
mol | TLR4-MyD88 BLA | APP 5'UTR act | STAT1 act | Hsp70 act | DTT redox prof | NF-kB expr up | Efa HMGR inh | STAT3 activator | STAT1 inh | STAT3 blocker
O=C(Nc1ccc(Cl)cc1)Nc1nnc(SCc2ccccc2)s1 | 6 | 16 | 108 | -0.2 | 0.2 | 1.2 | -2 | 104 | -8 | -6
CCOC(=O)c1c(-c2cccs2)csc1NC(=O)COC(=O)c1c(C)noc1C | -6 | 7 | 108 | 0.2 | -0.2 | 0.52 | 2 | 103 | -9 | 4
CCOC(=O)c1c(NC(=O)CSc2nnc(CN3CCOCC3)n2C)sc2c1CCCC2 | 21 | 11 | 99 | -0.1 | 0.4 | 0.95 | -9 | 107 | 1 | -4
CSc1nsc(SCC(=O)Nc2ccccn2)n1 | -5 | 8 | 113 | -0.1 | 0.2 | 1.5 | -1 | 87 | -14 | 17
CCc1cc2c(SCC(=O)N3CC(=O)Nc4ccccc43)ncnc2s1 | -7 | 7 | 102 | -0.2 | -0.1 | 1.2 | -4 | 109 | 1 | -14

(further entries)
mol | TLR4-MyD88 BLA | APP 5'UTR act | STAT1 act | Hsp70 act | DTT redox prof | NF-kB expr up | Efa HMGR inh | STAT3 activator | STAT1 inh | STAT3 blocker
CCN(CC)CCNC(=O)c1cc2ccccc2nc1Cl | 4 | 2 | 95 | -0.3 | -2.2 | 1.5 | -7 | 105 | 3 | -2
CCS(=O)(=O)Nc1ccc(C2=NN(C(=O)c3ccco3)C(c3ccc(C)cc3)C2)cc1 (stereo not drawn) | 9 | -9 | 93 | 0.5 | 2.0 | 0.39 | -1 | 82 | 8 | 32
CC(NCc1ccc2c(c1)OCO2)C(=O)NC1CCCc2ccccc21 (stereo not drawn) | -16 | -17 | 96 | -0.1 | 0.2 | 1.1 | 1 | 103 | 5 | -3
CCOC(=O)c1ccc(NC(=O)N2CCOCC2)cc1 | 10 | 10 | 113 | -0.2 | -0.2 | 1.5 | -7 | 109 | -16 | 2
N#Cc1ccc(-c2ccc3c(c2)OCO3)nc1SCC(=O)OCc1ccccc1 | 4 | -4 | 90 | -0.6 | -0.1 | 1.2 | 2 | 102 | 8 | -1
CN(Cc1cccs1)C(=O)CSc1nc(N)cc(N)n1 | -15 | 3 | 106 | -0.4 | 8.2 | 1 | 7 | 103 | -9 | -2
COc1ccc(-n2c(N)c(Br)c(=O)[nH]c2=O)cc1 | 2 | -1 | 103 | -0.3 | 0.4 | 1.1 | -6 | 100 | -3 | 1
COc1ccc(N2C(=O)CC(SC(C)C)C2=O)cc1 (stereo not drawn) | 2 | 20 | 98 | -0.3 | 0.2 | 1.1 | -3 | 92 | 2 | 10
CCOC(=O)Cc1nn(Cc2ccc(Cl)cc2)c(=O)c2ccccc12 | -1 | 17 | 93 | -0.2 | -2.0 | 0.95 | -5 | 112 | 7 | -7
Cn1cccc1CNC1CCCCC1 | 2 | -4 | 102 | -0.2 | 0.0 | 1 | -3 | 105 | -3 | 1
CC1=NC2(CCCc3c2no[n+]3[O-])N(O)C1(C)C (stereo not drawn) | -1 | 14 | 93 | 0.3 | 0.3 | 1.1 | -7 | 96 | 7 | 8
CC1=NN(c2ccccc2)C(=O)/C1=C/C=C/c1ccccc1 | 4 | -34 | 96 | -0.3 | 0.0 | 1.6 | -5 | 105 | 4 | -2
CCc1c(SCCC(=O)O)nc2ccccc2c1C | -17 | 12 | 101 | -0.3 | -0.7 | 1.2 | 3 | 95 | -3 | 8

Only STAT1 inh and STAT3 activator, for 2 of the compounds above:
SMILES | STAT1 inh | STAT3 activator
CC1=NC2(CCCc3c2no[n+]3[O-])N(O)C1(C)C (stereo not drawn) | 7 | 96
CC1=NN(c2ccccc2)C(=O)/C1=C/C=C/c1ccccc1 | 4 | 105
